miR122 inh – miR-122 Renilla sensor signal increase in Huh7, primary screen, miR-122 inhibitor project, cell-based, single point, plate reader | Huh7 miR-122 Renilla luciferase sensor, 48 h; neutral wells = 0, positive control = 100 | activation (reporter increase), % at 12.5 µM | hit rate 0.3% among 340,000 | AID 602342, 2012;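 active = mean replicate activation score at least 90 and every replicate individually at or above 90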;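 note: higher luciferase means less miR-122 activity so hits act as miR-122 inhibitors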
EWS-Fli block – EWS/Fli-driven NR0B1 reporter inhibitors, primary screen, A673 cells, NR0B1 luciferase, luminescence, MLPCN library | viability-normalised | inhibition, % at 12.6 µM | hit rate 0.67% among 350,000 | AID 651661, 2012;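 active = mean inhibition of at least 50% after viability correction, with every replicate also passing that limit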;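 note: firefly luciferase signal divided by Alamar Blue viability fluorescence both relative to DMSO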
PAX8 reporter – inhibitors of PAX8-driven TPO luciferase reporter, primary screen, RMG-I cells, single concentration | inhibition, % at 12.6 µM | AID 652154, 2013 | SteadyGlo, 24 h | hit rate 1.2% among 360,000;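 active = mean replicate inhibition at least 60% with every replicate also reaching 60%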;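 note: luciferase light reporting Pax8 driven TPO promoter activity; plate controls were median of neutral control wells for no effect and mitoxantrone controls for full effect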
FN deposit inh – inhibitors of fibronectin matrix deposition, primary screen, AH1F cells, Alexa488-fibronectin fluorescence, plate reader. hit rate 0.086% among 350,000. AH1F fibroblasts, overnight. inhibition, % at 12.6 µM. AID 743247, 2014;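 active = mean inhibition across replicates of 30% or more, regardless of how many single replicates reach that level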;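 note: positive control wells lacked labelled fibronectin entirely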
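test system = AH1F fibroblasts assembling fluorescent fibronectin matrix | quantity = 10000 AH1F cells per well | buffer or medium = DMEM plus 2% serum, read in PBS | doses = single dose, pinned | incubation = 1 h cell attachment, overnight exposure to compound and label | detection = fluorescence at 485 nm excitation, 525 nm emission | read-out basis = inhibition from reduced deposited-fibronectin fluorescence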
F508del corr – F508del CFTR correction, initial screen, CFBE line, single point; CFBE cells, YFP halide quenching; stimulated with forskolin plus potentiator P3; % fluorescence drop versus neutral controls; activity (quench increase), % at 7.58 µM; hit rate 0.36% among 350,000; AID 720511, 2013;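 active = mean added fluorescence quench of at least 8% versus neutral control, with both replicates also reaching 8%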;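 note: cells transiently co-express mutant CFTR-F508del with the halide-sensitive YFP; corrector assay measuring rescue of mutant channel to the surface after 24 h compound exposure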
DENV2 CPE – inhibitors of DENV2 cytopathic effect, primary screen, cell-based, plate reader, single concentration; DENV2-infected cells, cytopathic effect rescue; CPE inhibition, % at 9.99 µM; hit rate 1.7% among 350,000; AID 651640, 2012; in the data active = CPE inhibition above about 20%, passing the limit was not always enough; tested in BHK-21 cells;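 note: 0% = median of neutral control wells and 100% = median of positive control wells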
INS-1E GSIS act – GLuc luminescence reporter in INS-1E cells, primary screen for activators of glucose-dependent secretion of insulin; INS-1E GLuc reporter insulin secretion, 2-3 h; activation, % at 16.6 µM; hit rate 0.61% among 370,000; AID 743287, 2014;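 active = lowest replicate activation of at least 40%, so every replicate reaches that level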;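 note: 0% = median of neutral control wells and 100% = median of IBMX positive control wells; some compounds called inactive have numbers as strong as hits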
An asterisk follows results filed as active; [ ] = dose if it differs, or a comment.

For Cc1ccc2oc(=O)c3cc(C(=O)NCCCN4CCC(C)CC4)sc3c2c1 the results were EWS-Fli block 12, PAX8 reporter 1, FN deposit inh -6, F508del corr -0.6, DENV2 CPE 15 and INS-1E GSIS act 4.
Cc1c(C(=O)N(C)c2cccc(Cl)c2)cnn1-c1ccccc1 was read as EWS-Fli block -54, PAX8 reporter -52, FN deposit inh 11, F508del corr 0.3, DENV2 CPE 2 and INS-1E GSIS act 9.
For CC(C)CN(C(=O)CSc1nc2ccccc2[nH]1)c1c(N)n(Cc2ccccc2)c(=O)[nH]c1=O the results were miR122 inh 0, EWS-Fli block -3, PAX8 reporter -13, FN deposit inh 5, F508del corr 1.3, DENV2 CPE -6 and INS-1E GSIS act -9.
Cn1c(-c2ccccc2)cccc1=O was read as miR122 inh -3, FN deposit inh -6 and INS-1E GSIS act 28.
Screening C[C@H](CO)N1C[C@H](C)[C@H](CN(C)C(=O)c2cccnc2)Oc2ncc(-c3ccccc3)cc2C1=O returned miR122 inh 8[16.7 µM], EWS-Fli block 7, PAX8 reporter -14, FN deposit inh 0, F508del corr 0.5, DENV2 CPE -3 and INS-1E GSIS act 2.
`O=C(Cc1ccccc1)NCC(=O)OCc1cccc([N+](=O)[O-])c1` gave EWS-Fli block -4, PAX8 reporter 14, FN deposit inh 4, F508del corr -0.2, DENV2 CPE 10 and INS-1E GSIS act -7.
Screening O=C(Cc1ccccc1[N+](=O)[O-])NC1CC2CCC1C2 (configuration not stated) returned miR122 inh 0, EWS-Fli block -2, PAX8 reporter 15, FN deposit inh 2, F508del corr 2.4, DENV2 CPE -5 and INS-1E GSIS act -6.
For COCCNC(=O)Nc1ccc2c(c1)N(C)C(=O)c1ccccc1S2 the results were miR122 inh -4, EWS-Fli block 5, PAX8 reporter -4, FN deposit inh 8, F508del corr 1.7, DENV2 CPE -1 and INS-1E GSIS act 5.
Screening COc1cccc(S(=O)(=O)N(C)C[C@H]2Oc3ncc(C#CCN(C)C)cc3C(=O)N([C@H](C)CO)C[C@@H]2C)c1 returned miR122 inh 4[16.7 µM], EWS-Fli block 5, F508del corr -0.1, DENV2 CPE -4 and INS-1E GSIS act 28.
`COc1ccc(NC(=O)CSc2nnc(C3CCCCC3)n2N)cc1` gave miR122 inh -4, EWS-Fli block 1, PAX8 reporter 7, FN deposit inh -4, F508del corr -31, DENV2 CPE 3 and INS-1E GSIS act 7.
For COC(=O)c1cccc(N(C(=O)CNC(=O)c2ccco2)C(C(=O)NC2CCCC2)c2ccco2)c1 (configuration not stated) the results were miR122 inh -10, PAX8 reporter -12 and FN deposit inh 2.
Screening CCOc1ccc(N(CC(=O)NCc2ccccc2)S(=O)(=O)c2ccc(C)cc2)cc1 returned miR122 inh 5, EWS-Fli block 3, PAX8 reporter 9, FN deposit inh 1, F508del corr -0.8, DENV2 CPE 3 and INS-1E GSIS act -2.
For COc1ccc(C(=O)NCCc2cn3ccc(C)cc3n2)cc1 the results were miR122 inh -4, EWS-Fli block 2, PAX8 reporter -3, FN deposit inh -3, F508del corr 1.8 and DENV2 CPE -4.
`Cc1cccc(S(=O)(=O)N2C[C@H](O)COC[C@@H]3O[C@H](CC(=O)N4CCN(C)CC4)CC[C@H]32)c1` gave miR122 inh 3[16.7 µM], EWS-Fli block -6, PAX8 reporter -4, FN deposit inh -6, F508del corr 0.0, DENV2 CPE -14 and INS-1E GSIS act 8.
`C/C=C/c1cnc2c(c1)C(=O)N([C@@H](C)CO)C[C@@H](C)[C@H](CN(C)Cc1ccccc1F)O2` gave EWS-Fli block -5, PAX8 reporter -16, F508del corr -1.0 and INS-1E GSIS act 8.
Screening Cc1[nH]n(-c2ccccc2)c(=O)c1N=Nc1cccc(C(=O)O)c1 returned miR122 inh 1, EWS-Fli block 62*, PAX8 reporter 65*, FN deposit inh -4, F508del corr -1.5, DENV2 CPE -7 and INS-1E GSIS act -13.
`OC1(c2ccccc2)CNCCc2ccccc21` (configuration not stated) gave miR122 inh -5, EWS-Fli block 8, PAX8 reporter -1, FN deposit inh -3, F508del corr -1.5, DENV2 CPE -1 and INS-1E GSIS act 11.
Oc1ccc(C=NN=C2c3ccccc3-c3ccccc32)c(O)c1 was read as EWS-Fli block 2, PAX8 reporter -19, FN deposit inh -4, F508del corr 3.2, DENV2 CPE -3 and INS-1E GSIS act -56.
`CCOC(=O)c1oc2ccccc2c1COC(=O)CNC(=O)c1ccc(C)cc1` gave EWS-Fli block 7, PAX8 reporter -4, FN deposit inh 0, F508del corr -3.7, DENV2 CPE 15 and INS-1E GSIS act 5.
Cc1ccc(C(=O)NCCNS(C)(=O)=O)cc1 was read as miR122 inh -1, EWS-Fli block -3, PAX8 reporter -23, FN deposit inh -1, F508del corr 2.3, DENV2 CPE -10 and INS-1E GSIS act 5.
Cc1c(C(=O)NN)nn(-c2ccc(F)cc2)c(=O)c1C#N was read as miR122 inh 0, EWS-Fli block 6, PAX8 reporter 1, FN deposit inh 4, F508del corr -4.1, DENV2 CPE 1 and INS-1E GSIS act 12.
For O=C(C[C@H]1CC[C@H]2[C@@H](COC[C@@H](O)CN2Cc2cccc(Cl)c2)O1)NCC1CCCCC1 the results were miR122 inh -5[16.7 µM], EWS-Fli block 13, PAX8 reporter 51, FN deposit inh 4, F508del corr -0.5, DENV2 CPE 7 and INS-1E GSIS act 4.
For COc1ccc(N=C2C(=Nc3ccc(OC)cc3)N(c3ccccc3)C(=S)N2C(=O)c2ccc(Cl)cc2)cc1 the results were miR122 inh -12, PAX8 reporter -64 and FN deposit inh -7.
CCCCNS(=O)(=O)c1ccc2nc(SCC(=O)Nc3ccccc3Cl)[nH]c2c1 was read as EWS-Fli block 1, PAX8 reporter 10, FN deposit inh 1 and DENV2 CPE -8.
`CC(Cl)=CCn1c(NCCc2ccccc2)nc2c1c(=O)n(C)c(=O)n2C` gave miR122 inh -3, EWS-Fli block 10, PAX8 reporter 0, FN deposit inh 5, F508del corr 2.3, DENV2 CPE 4 and INS-1E GSIS act 0.
`CN(C)S(=O)(=O)N1CCCC(C(=O)c2ccc(-c3ccccc3)cc2)C1` (configuration not stated) gave miR122 inh -2, EWS-Fli block 11, PAX8 reporter -2, FN deposit inh 16, F508del corr -1.5, DENV2 CPE -8 and INS-1E GSIS act 28.
For CC(C)NC(=O)COC(=O)C1CSC2(c3ccc(Br)cc3)CCC(=O)N12 (configuration not stated) the results were EWS-Fli block -5, PAX8 reporter 23, FN deposit inh -3, F508del corr -1.5, DENV2 CPE -5 and INS-1E GSIS act 0.
COC(=O)C1C(=O)c2c([nH]c(C(=O)OC3CCCCCC3)c2C)CC1C (configuration not stated) was read as miR122 inh -4, EWS-Fli block -62, PAX8 reporter -109, FN deposit inh 11, F508del corr 0.0, DENV2 CPE -2 and INS-1E GSIS act 0.
For C=CCNC(=O)[C@H]1[C@@H]2C(=O)O[C@@H](c3ccccc3)[C@@H](c3ccccc3)N2[C@@H](c2ccccc2OCCO)[C@]12C(=O)N(C(=O)OCCOC)c1ccc(C#Cc3ccc(OC)cc3)cc12 the results were EWS-Fli block -2, PAX8 reporter 2, F508del corr -0.7 and DENV2 CPE -4.
CC1CCN(C(=O)CCn2c(=O)oc3ccc(Cl)cc32)CC1 was read as miR122 inh 3, EWS-Fli block -7, PAX8 reporter -7, FN deposit inh -1, F508del corr -1.8, DENV2 CPE -8 and INS-1E GSIS act 24.
`CC(=O)N1CCCc2ccc(NS(=O)(=O)c3ccc(C)cc3)cc21` gave miR122 inh 9, EWS-Fli block 13, PAX8 reporter 9, F508del corr -1.0, DENV2 CPE 7 and INS-1E GSIS act -28.
`C[C@@H]1CN([C@H](C)CO)C(=O)c2cc(C#Cc3ccccn3)cnc2O[C@@H]1CN(C)Cc1ccncc1` gave miR122 inh -7[16.7 µM], EWS-Fli block -3, FN deposit inh 11, F508del corr 0.4, DENV2 CPE -4 and INS-1E GSIS act 1.
CC12CCC(C(=O)CC1=O)C2(C)C (configuration not stated) was read as EWS-Fli block -5, PAX8 reporter -2, F508del corr -3.5, DENV2 CPE 3 and INS-1E GSIS act 1.
For CCCOC(=O)c1ccc(NC(=O)c2cc(=O)[nH]c3ccccc23)cc1 the results were EWS-Fli block -6, PAX8 reporter 2, FN deposit inh -2, F508del corr 1.7, DENV2 CPE 1 and INS-1E GSIS act 6.
`O=C(C[C@@H]1CC[C@@H]2[C@H](COC[C@H](O)CN2C(=O)Nc2ccc(C(F)(F)F)cc2)O1)NCC1CC1` gave miR122 inh 4[16.7 µM], EWS-Fli block -1, PAX8 reporter 5, FN deposit inh -15, F508del corr 3.6, DENV2 CPE -11 and INS-1E GSIS act -21.
CCOc1ccc2nc(SCC(=O)NCC3CCCO3)sc2c1 (configuration not stated) was read as miR122 inh 7, EWS-Fli block 1, PAX8 reporter -10, FN deposit inh -6, F508del corr -0.3, DENV2 CPE -3 and INS-1E GSIS act 2.
`C/C=C/c1cnc2c(c1)C(=O)N([C@H](C)CO)C[C@H](C)[C@H](CN(C)C(=O)NC1CCCC1)O2` gave miR122 inh 10[16.7 µM], EWS-Fli block 5, F508del corr 2.0, DENV2 CPE 1 and INS-1E GSIS act -2.
`CC1(C(=O)NS(=O)(=O)c2ccccc2)CCN1C(=O)C1(c2ccccc2)CCCC1` (configuration not stated) gave EWS-Fli block 2, PAX8 reporter -7, FN deposit inh -4, F508del corr -2.5, DENV2 CPE -7 and INS-1E GSIS act 20.
Screening O=C(CCl)NC(Cc1ccccc1)c1ccccc1 (configuration not stated) returned EWS-Fli block 18, PAX8 reporter 18, FN deposit inh -2, F508del corr 1.7 and INS-1E GSIS act -1.
O=C(CCN1C(=O)/C(=C/c2ccccc2Cl)SC1=S)NC1CCS(=O)(=O)C1 (configuration not stated) was read as miR122 inh -6, PAX8 reporter -11, FN deposit inh -5, F508del corr -1.9, DENV2 CPE -5 and INS-1E GSIS act 13.
For S=C(NCc1ccco1)Nc1ccc(Br)cn1 the results were miR122 inh 3, EWS-Fli block 10, PAX8 reporter -5, FN deposit inh 0, F508del corr 0.4, DENV2 CPE 6 and INS-1E GSIS act 15.
For COc1ccc(Cl)cc1-c1cc(C(=O)Nc2ccc(C)c(NS(C)(=O)=O)c2)[nH]n1 the results were miR122 inh -2, EWS-Fli block 13, PAX8 reporter 16, FN deposit inh 7, F508del corr 0.4, DENV2 CPE -2 and INS-1E GSIS act -7.

Quoted at random: five records from the list.
`C/C=C/c1cnc2c(c1)C(=O)N([C@H](C)CO)C[C@H](C)[C@H](CN(C)C(=O)NC1CCCC1)O2` gave miR122 inh 10[16.7 µM], EWS-Fli block 5, F508del corr 2.0, DENV2 CPE 1 and INS-1E GSIS act -2.
`CC1(C(=O)NS(=O)(=O)c2ccccc2)CCN1C(=O)C1(c2ccccc2)CCCC1` (configuration not stated) gave EWS-Fli block 2, PAX8 reporter -7, FN deposit inh -4, F508del corr -2.5, DENV2 CPE -7 and INS-1E GSIS act 20.
Screening O=C(CCl)NC(Cc1ccccc1)c1ccccc1 (configuration not stated) returned EWS-Fli block 18, PAX8 reporter 18, FN deposit inh -2, F508del corr 1.7 and INS-1E GSIS act -1.
For COc1ccc(Cl)cc1-c1cc(C(=O)Nc2ccc(C)c(NS(C)(=O)=O)c2)[nH]n1 the results were miR122 inh -2, EWS-Fli block 13, PAX8 reporter 16, FN deposit inh 7, F508del corr 0.4, DENV2 CPE -2 and INS-1E GSIS act -7.
O=C(CCN1C(=O)/C(=C/c2ccccc2Cl)SC1=S)NC1CCS(=O)(=O)C1 (configuration not stated) was read as miR122 inh -6, PAX8 reporter -11, FN deposit inh -5, F508del corr -1.9, DENV2 CPE -5 and INS-1E GSIS act 13.

Screens: PubChem, Broad Institute

Rows are unselected; 3.9% or so of the library scored in one or more.
